Bioassay records: PubChem, several laboratories
CRFBP-R2 block = antagonists of CRF-binding protein/CRF-R2 receptor complex | 350,000 compounds, 0.59% hits | inhibition, % at 11.8 µM | HEK293 CRF-R2/CRF-BP, CRF-induced calcium fluorescence;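 active = inhibition of the ligand-induced calcium signal above about 50% at the single tested concentration, limit read from the data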
IDE cell activ = activators of human insulin-degrading enzyme in cells. P14735. HEK cells, FAbeta-B cleavage, fluorescence polarization; 0% vehicle, 100% cell-free pure enzyme wells. activation, % at 5.96 µM. 340,000 compounds, 0.073% hits;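 active = activation above the mean of all tested compounds plus 3 SD, set per screening campaign, cut at about 17% in these data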
VIM-2 inh = inhibitors of Pseudomonas aeruginosa VIM-2 metallo-beta-lactamase; purified VIM-2, nitrocefin hydrolysis, epi-absorbance fluorescence; inhibition, % at 5.6 µM; 290,000 compounds, 0.89% hits;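 active = inhibition above the mean of all tested compounds plus 3 SD, cutoff set per screening run, cut at about 7.5% in these data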;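 note: red hydrolysis product quenches plate fluorescence so inhibitors raise well fluorescence; 0% = enzyme with DMSO and 100% = DMSO without enzyme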
NS3 helicase inh = inhibitors of Hepatitis C virus NS3 helicase. NS3 helicase DNA unwinding, Cy5 molecular beacon fluorescence. inhibition, % at 10.9 µM. 290,000 compounds, 0.56% hits. AID 1800;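 active = inhibition above the mean of all tested compounds plus 3 SD, set per campaign, cut at about 35% in these data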;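 note: 0% = DMSO wells and 100% = thioflavine S control wells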
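Compound dosing – single dose, 10.9 µM nominal final, DMSO 0.8% final · System – NS3 helicase fragment of HCV · Buffer or medium – MOPS pH 6.5, MgCl2, DTT, Tween20, BSA · Signal – Cy5 beacon fluorescence read at start and 1 h · Also added – annealed dual-labelled DNA beacon duplex, ATP-started · Schedule – 1 h at 25 °C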
GalR3 antagonist = antagonists of human GalR3. inhibition, % at 3 µM. HEK293 GalR3-CNG cAMP membrane potential fluorescence; galR3 body fused to GalR1 C-terminus. 360,000 compounds, 0.44% hits;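 active = inhibition above the screen-wide average plus 3 SD, cut at about 13% in these data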;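 note: forskolin and galanin both at EC90 stimulate the cells; cAMP rise reported by CNG channel membrane potential dye signal; 0% = forskolin plus galanin with DMSO and 100% = forskolin alone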
IDE cell inh = inhibits human insulin-degrading enzyme in HEK cells; FAbetaB cleavage, fluorescence polarization; inhibition, % at 5.59 µM; 320,000 compounds, 0.41% hits;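 active = percent inhibition above the average of all tested compounds plus 3 SD, set per screening campaign, cut at about 16% in these data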;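 note: IDE supplied by intact live HEK cells; FP after avidin binding of uncleaved biotin substrate so inhibition keeps polarization high; 0% = DMSO wells and 100% = 60 µM reference IDE inhibitor Ii1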
p-CIP stab down = lowers stability of the mouse p/CIP coactivator protein. F442A p/CIP-EGFP cells, EGFP fluorescence, 16 h. decrease of EGFP signal, % at 10 µM. 290,000 compounds, 0.01% hits. AID 1984;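 active = EGFP signal decrease of at least 30% at 10 µM or well 3 SD below plate mean, unless failing retest; inactive = the rest, including hits failing retest or dose response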; note: some compounds called inactive have numbers as strong as hits; many of its hits are not listed in these tables
IMP-1 inh = inhibitors of Pseudomonas aeruginosa IMP-1 metallo-beta-lactamase; purified IMP-1, nitrocefin hydrolysis, epi-absorbance fluorescence; 290,000 compounds, 0.45% hits; inhibition, % at 5.6 µM; AID 1556;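 active = inhibition above the mean plus 3 SD of all compounds in the same screening run, cut at about 4.5% in these data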;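 note: 0% = IMP-1 with DMSO and 100% = DMSO wells lacking enzyme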
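Material – recombinant IMP-1 enzyme, purified · Amount – IMP-1 0.2 nM before substrate addition · Medium – HEPES buffer pH 7.1 with ZnSO4 and Brij 35 · Timing – 25 °C, 15 min preincubation, 25 min reaction · Measured by – plate fluorescence quenching by hydrolysis product, ex 480/em 530 nm · Read-out – percent enzyme inhibition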
SUMO HTRF inh = blocks human SUMOylation mediated by UBC9. HTRF SUMOylation assay, SAE1/SAE2 + UBC9, in vitro. inhibition, % at 35 µM. P63279. 290,000 compounds, 0.36% hits; in the data active = inhibition above about 50%, passing the limit was not always enough; inconclusive = no clear call, values can overlap the other calls; note: strong numbers were not always called active
Numbers without * were called inactive; ? = inconclusive; . = no result given.

SMILES	CRFBP-R2 block	IDE cell activ	VIM-2 inh	NS3 helicase inh	GalR3 antagonist	IDE cell inh	p-CIP stab down	IMP-1 inh	SUMO HTRF inh
Cn1c(CN2CCOCC2)nc2cc(NC(=O)c3ccc(Cl)cc3)ccc21	0	-5	-4.7	-2	75*	1	-8	-3.1	13
Cc1ccc(OCC(=O)N2CCN(S(=O)(=O)c3ccc(Cl)s3)CC2)cc1C	-9	0	.	.	-3	-4	.	.	.
CCOc1ccc(/C=N/n2c(COc3ccccc3)n[nH]c2=S)cc1OC	17	1	-7.0	22	1	8	-4	-3.7	-17
COc1ccc(Br)c(C(=O)NC(C)(C)CO)c1	30	0	-3.9	12	0	7	-17	-2.7	7
O=C(Nc1ccc2oc(-c3ccccc3)nc2c1)c1ccccc1F	2	-1	0.3	-5	-4	2	5	-3.1	-36
Cn1c(=O)oc2cc(S(=O)(=O)CCC(=O)NCCc3ccccc3)ccc21	7	4	-0.4	-1	4	5	9	-1.2	19
Cc1cc(C)n(-c2ccc(C(=O)NCCCN3CCOCC3)cc2)n1	-2	-2	-2.6	5	-8	0	4	-5.2	13
COc1ccc2c(c1)C1(Nc3ccccc3-c3nc4ccccc4n31)C(=O)N2 (stereo not drawn)	-8	5	-2.4	-2	-6	6	5	-2.1	2
Cc1cccc(NC(=O)CN2C(=O)N/C(=C\c3cccn3-c3cccc(C(=O)O)c3)C2=O)c1	3	3	-2.2	37*	-6	3	2	-2.8	6
C=CC1=C(C(=O)O)N2C(=O)[C@@H](NC(=O)/C(=N\OCC(=O)O)c3csc(N)n3)[C@H]2SC1	0	1	.	.	0	5	.	.	.
O=C(CCNS(=O)(=O)c1cccs1)NCc1cccs1	-12	1	-2.3	-4	-4	2	-9	-2.4	17
CCCCCCSc1ncc(C#N)c(N)n1	14	5	-5.8	-5	-1	1	2	-6.6	-16
NC(=O)[C@@H]1CCCCNc2c(I)cc([N+](=O)[O-])cc2C(=O)N[C@@H](CCC(=O)O)C(=O)N[C@@H](CO)C(=O)N1	1	-1	-2.3	12	-1	1	-1	-2.3	1
Cc1cccc(C(=O)NNC(=O)C2CC2)c1	5	8	8.7*	4	-1	-2	-6	-2.0	8
COc1ccc2cc(CN(CC3CCCO3)C(=S)NCc3ccco3)c(=O)[nH]c2c1 (stereo not drawn)	-6	1	-2.8	-20	-6	-2	2	-2.8	0
Cn1cc(C2N3CC4(C)CN2CC(C)(C3)C4=O)c2ccccc21 (stereo not drawn)	-16	6	-0.8	6	-2	10	-1	-1.4	-14
N#CCC(=O)Nc1ccc(C(=O)NCc2cccc(Cl)c2)cc1	4	0	-0.9	17	-2	-2	-2	-2.7	-13
Cc1cccc2cc(-c3nc4ccc(C(=O)O)cc4[nH]3)c(=O)oc12	29	0	0.9	8	.	-2	0	-1.9	?
COc1ccc(/C=N\Nc2ccc([N+](=O)[O-])cc2[N+](=O)[O-])c(C(=O)O)c1OC	-1	-5	-3.6	0	-7	6	-21	-3.1	5
COc1cccc(CN2CC(C(=O)N(C)CC3CCOCC3)CCC2=O)c1 (stereo not drawn)	-9	6	-1.3	-6	-4	0	-6	-0.4	3

Among those listed so far, 2 contain a thiophene ring, fused or not.
SMILES	CRFBP-R2 block	IDE cell activ	VIM-2 inh	NS3 helicase inh	GalR3 antagonist	IDE cell inh	p-CIP stab down	IMP-1 inh	SUMO HTRF inh
Cc1ccc(OCC(=O)N2CCN(S(=O)(=O)c3ccc(Cl)s3)CC2)cc1C	-9	0	.	.	-3	-4	.	.	.
O=C(CCNS(=O)(=O)c1cccs1)NCc1cccs1	-12	1	-2.3	-4	-4	2	-9	-2.4	17

Next part
SMILES	CRFBP-R2 block	IDE cell activ	VIM-2 inh	NS3 helicase inh	GalR3 antagonist	IDE cell inh	p-CIP stab down	IMP-1 inh	SUMO HTRF inh
Cc1ccc(NC(=S)N(N)CCO)cc1	-7	4	-3.8	6	11	-8	-15	-2.8	7
COc1ccc(N(C(=O)c2ccco2)C(C(=O)NC2CCCC2)c2ccco2)cc1OC (stereo not drawn)	-16	-4	-2.4	-5	-1	3	-18	-2.9	22
COc1ccc(C)cc1NC(=O)C1CCN(S(=O)(=O)c2ccccc2)CC1	-2	1	-1.8	10	-1	4	-4	-1.4	6
Cc1ccc(N(C(=O)c2snc(C(N)=O)c2N)C(C(=O)NC2CCCC2)c2ccncc2)cc1 (stereo not drawn)	-2	-2	0.3	-5	-8	-1	-10	-1.9	6
O=C(N[C@@H](Cc1ccccc1)C(=O)NCCc1c[nH]c2ccccc12)c1ccco1	3	2	-1.9	-6	-10	1	-6	-3.4	-6
CC(=O)Nc1sc(C)c(C)c1C(=O)OCC(=O)Nc1cc(S(C)(=O)=O)ccc1Cl	19	9	-1.9	7	3	-1	-8	-2.0	22
C=CCSC1=C(C#N)C(c2ccccc2OCC)CC(=O)N1 (stereo not drawn)	-12	2	-2.1	1	-4	3	6	-1.6	-2
CC(NC(=O)c1cc2ccccc2o1)c1ccccc1 (stereo not drawn)	-3	5	-3.9	2	-6	-2	-6	-2.6	1
O=C(CN1c2ccccc2S(=O)(=O)c2ccccc21)NCc1ccccc1	-5	5	2.2	14	-7	4	-21	0.5	12
COc1ccc(O)c(C(=O)c2cnn(C(=O)c3cc(C)oc3C)c2)c1	-4	2	-3.2	-1	0	2	-4	-3.5	12
O=C(NNC(=O)c1ccncc1)c1ccccc1	5	7	1.0	9	-9	2	1	0.8	20
O=c1[nH]c(/C=C\c2cccc(O)c2)nc(O)c1[N+](=O)[O-]	2	6	-1.5	5	-7	6	-7	-0.4	0
CC(O)CNCCCOc1ccc(Cl)cc1C(C)(C)C (stereo not drawn)	-24	1	-2.6	-38	-7	-4	1	-1.3	17
C=C1c2cc(C)ccc2NC(=O)N1c1ccc(C)cc1	-6	4	-2.6	2	1	5	-11	-1.1	-10
O=C(Nc1ccc(Cl)cc1)c1ccc(-n2cccn2)c([N+](=O)[O-])c1	-29	3	-2.7	3	-4	1	-3	-0.9	-4
COCCCNC(=O)CCn1c(=O)c2ccccc2n(CC(=O)NCCc2ccc(OC)c(OC)c2)c1=O	2	3	-2.3	7	3	4	10	-1.0	-6
CCN(CC)C(=O)C1CCCN(Cc2ccc(N(C)C)cc2)C1 (stereo not drawn)	-17	2	.	.	-6	-7	-7	.	14
CCOc1ccc(NC(=S)N2CCN(c3ccc(N4CCOCC4)nn3)CC2)cc1	1	3	-1.1	-3	2	1	-8	-3.3	28
CC(=O)c1c(C)n(-c2ccc(C)cc2)c2ccc(O)cc12	9	-3	-1.0	15	0	5	-5	-5.2	2
CC1CCc2nc(NC(=O)c3ccc(N4C(=O)CCC4=O)cc3)sc2C1 (stereo not drawn)	-11	2	-1.7	-7	1	3	15	-3.2	-1
CCCCC1S/C(=N/N=C/c2ccco2)NC1=O (stereo not drawn)	9	-1	-3.3	5	-2	3	1	-3.3	-10
Cc1ccc(-c2nn(CC(=O)NC(C)c3ccccc3)c(=O)c3ccccc23)cc1 (stereo not drawn)	3	4	-1.2	3	-6	-3	-6	-1.5	5
CC(=O)c1ccc(N2CCN(C(=O)Nc3ccc(Cl)cc3)CC2)cc1	17	-9	-2.4	1	-5	11	12	-4.2	-19
COCCNC(=O)C1CC(c2ccc([N+](=O)[O-])cc2)=NO1 (stereo not drawn)	-10	7	-1.7	4	-4	1	-5	-3.3	31
O=C(Nc1ccccc1)Nc1ccc(C(=O)N2CCOCC2)cc1	-28	0	-3.3	4	-4	5	-4	-2.7	1
COC(=O)c1c(NC(=O)c2ccoc2C)sc2c1CCC2	-17	3	-0.4	2	0	4	-7	-1.6	-6
Cc1cc(C)c(S(=O)(=O)NCC2CCC(C(=O)NCc3ccc4c(c3)OCO4)CC2)c(C)c1 (stereo not drawn)	18	1	-0.3	-6	1	8	-34	-1.6	9
COc1cccc(/C=C2\SC(=S)N(N3C(=O)CCCC3=O)C2=O)c1	1	1	1.5	13	-6	1	0	3.1	6
Cc1c(C(=O)C(=O)NCc2cccs2)c2ccccc2n1C	25	8	0.8	-7	6	-4	8	-1.2	4
Cn1c(N)c(C(=O)CSc2nnc(N)s2)c(=O)n(C)c1=O	1	3	.	.	-9	-2	.	.	.
Cc1ccc(C)n1-c1nnc(N2CCC(C(=O)NCCCN3CCN(C)CC3)CC2)s1	-28	0	0.3	-7	0	-1	1	-0.6	1
O=C(CCNC(=O)c1ccc(Br)cc1)NCc1cccnc1	-5	9	.	.	-2	-9	.	.	.
Cc1ccc(/C=N/N2CCN(Cc3ccccc3)CC2)o1	31	7	0.8	4	-2	0	1	0.0	24
CC(=O)c1ccc(N2CCN(C(=O)CCN3C(=S)NC(C)(C)CC3C)CC2)cc1 (stereo not drawn)	8	-1	-1.9	5	-7	-2	2	-3.1	-1
O=C(/C=C/c1ccccc1)Nc1ccc(CN2CCOCC2)cc1	-4	7	-1.2	-17	0	2	1	-0.6	1
O=C(CN1CCCCC1)N/N=C/c1ccc(Cl)cc1Cl	-9	-1	-0.1	-2	-9	1	8	0.6	6
O=C(NCc1ccc2c(c1)OCO2)C1CCCN1C(=O)Nc1ccc(F)cc1 (stereo not drawn)	-1	0	-5.0	5	0	0	-9	-3.1	13
Cc1cccc(NC(=O)c2ccc([N+](=O)[O-])s2)c1C	-10	5	-3.2	-9	-4	4	-8	-3.6	8
N#Cc1nc(Nc2cccc(Cl)c2)c2ncn(C3CCCC3)c2n1	97*	4	.	.	-2	-4	.	.	.
Cc1ccc(S(=O)(=O)NCC(=O)Nc2ccc(C(F)(F)F)cc2)cc1	-15	-3	-2.7	7	-8	-2	-7	-4.0	2
O=c1ccc(N=Nc2ccccc2)ccc1O	0	6	-1.4	51*	-12	0	0	-4.9	-1
Cc1cc(C)cc(NC(=O)c2ccc([N+](=O)[O-])o2)c1	12	.	-2.1	20	-6	.	-15	-3.3	1
CCCn1c(=O)c(C(=O)NNS(=O)(=O)c2ccc(Cl)cc2)c(O)c2ccccc21	-6	4	-2.5	3	-1	-1	8	-2.2	-7
COc1ccc(S(=O)(=O)NCCc2c[nH]c3ccccc23)cc1OC	12	3	-2.8	-4	-10	3	-7	-4.0	-1
Cc1cccc(C(=O)OCC(=O)N2CCCC2=O)c1[N+](=O)[O-]	8	5	.	.	0	3	.	.	.
CC(C)(C)c1ccc(C(=O)O/N=C(\N)c2ccccc2)cc1	-7	5	1.1	21	-10	-1	4	0.4	-12
COc1ccc(N=C2S/C(=C\c3ccc(Cl)c([N+](=O)[O-])c3)C(=O)N2CCN(C)C)cc1	17	0	5.9	-47	-10	-2	-6	-3.4	15
COc1ccc(OC)c(NC(=O)CSc2nnc(C3CCCCC3)o2)c1	5	5	-4.5	-8	0	-4	-7	-1.8	-7
O=C(CSc1oc(-c2ccco2)nc1S(=O)(=O)c1ccccc1)NCC1CCCO1 (stereo not drawn)	-22	-6	1.2	5	5	5	2	-0.3	16
